CIT2-GFP yeast = modulators of TOR pathway CIT2-GFP in S. cerevisiae. S. cerevisiae CIT2-GFP strain, flow cytometry, 3 h; 100 means same as DMSO wells. GFP response vs DMSO, % at 10 µM. 320,000 tested, 0.065% active;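 active = GFP response relative to DMSO above a set limit, near the screen mean plus 3 SD, cut at about 150% in these data; inconclusive = Fewer than 70 cells measured for a yeast strain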;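 also: ratio of well median GFP fluorescence to mean of DMSO wells on the plate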
LAP4 TOR yeast = yeast TOR pathway LAP4-GFP modulation. AID 2023. S. cerevisiae LAP4-GFP multiplex, flow cytometry GFP, 3 h; median GFP as percent of DMSO wells. 320,000 tested, 0.34% active. GFP response vs DMSO, % at 10 µM;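 active = GFP response vs DMSO above a set limit, about the screen mean plus 3 SD, cut at about 150% in these data; inconclusive = under 70 cell events counted for the yeast strain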
CR mimetic SO = caloric restriction mimetics inhibiting age-related superoxide in yeast; S. cerevisiae aged cells, superoxide DHE fluorescence; hits give low values; superoxide response (% of plate mean), % at 10 µM; 330,000 tested, 0.18% active; AID 2690;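 active = superoxide response under a set limit, about three screen SD below normal, cut at about 65% in these data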;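 also: yeast aged for seven days with compound at 30 °C before DHE staining; 100% = average MFI of all compound-treated wells on the plate with controls excluded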
AGP1-GFP MLPCN = yeast TOR pathway AGP1-GFP modulation; 320,000 tested, 0.02% active; S. cerevisiae AGP1-GFP multiplex flow cytometry, 3 h; GFP as percent of DMSO wells; GFP response vs DMSO, % at 10 µM;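 active = GFP response relative to DMSO above a set limit, near screen average plus 3 SD, cut at about 150% in these data; inconclusive = fewer than 70 cells counted for the yeast strain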;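 also: median GFP channel fluorescence of the gated AGP1 strain per well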
RPL19A TOR yeast = modulators of TOR pathway RPL19A-GFP in S. cerevisiae; S. cerevisiae RPL19A-GFP strain, flow cytometry, 3 h; hits give low values; percent response vs DMSO, % at 10 µM; 330,000 tested, 0.3% active; AID 2025;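 active = percent response vs DMSO below 50%; inconclusive = fewer than 70 events counted for the yeast strain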;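 also: median channel GFP fluorescence of the barcoded RPL19A-GFP strain; ratio of sample median GFP to plate DMSO average so 100% = DMSO; lower means less RPL19A-GFP as with rapamycin TOR inhibition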
MEP2 TOR yeast = alters MEP2-GFP fluorescence in TOR pathway yeast screen. GFP response vs DMSO, % at 10 µM. 330,000 tested, 0.51% active. S. cerevisiae MEP2-GFP strain, flow cytometry GFP, 3 h; 100% = DMSO control level. AID 2016;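 active = GFP response versus DMSO above a set limit, roughly screen mean plus 3 SD, cut at about 180% in these data; inconclusive = fewer than 70 cells counted for a yeast strain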;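 also: median GFP fluorescence of the barcode-gated MEP2-GFP cells per well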
Efflux pump mplx = blocks antifungal efflux pumps in multiplex yeast assay | S. cerevisiae Candida pump triplex, Nile Red efflux | 330,000 tested, 0.44% active | inhibition, % at 10 µM;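 active = plate passing quality check with inhibition over a set limit, or well fluorescence over plate mean plus 4 SD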;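 also: Nile Red retained in pooled yeast measured as flow cytometry median fluorescence; 0% = buffer negative control and 100% = Enniatin B positive control; higher means more Nile Red kept so more efflux inhibition; some compounds called inactive have numbers as strong as hits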
AHR act = human AHR activation; activation, % at 5 µM; AHR-responsive luciferase reporter cells, luminescence; P35869; 320,000 tested, 2.5% active; in the data active = activation above about 47%;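 also: 0% = vehicle wells and 100% = reference agonist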
Target sequence (P35869 whole entry, looked up): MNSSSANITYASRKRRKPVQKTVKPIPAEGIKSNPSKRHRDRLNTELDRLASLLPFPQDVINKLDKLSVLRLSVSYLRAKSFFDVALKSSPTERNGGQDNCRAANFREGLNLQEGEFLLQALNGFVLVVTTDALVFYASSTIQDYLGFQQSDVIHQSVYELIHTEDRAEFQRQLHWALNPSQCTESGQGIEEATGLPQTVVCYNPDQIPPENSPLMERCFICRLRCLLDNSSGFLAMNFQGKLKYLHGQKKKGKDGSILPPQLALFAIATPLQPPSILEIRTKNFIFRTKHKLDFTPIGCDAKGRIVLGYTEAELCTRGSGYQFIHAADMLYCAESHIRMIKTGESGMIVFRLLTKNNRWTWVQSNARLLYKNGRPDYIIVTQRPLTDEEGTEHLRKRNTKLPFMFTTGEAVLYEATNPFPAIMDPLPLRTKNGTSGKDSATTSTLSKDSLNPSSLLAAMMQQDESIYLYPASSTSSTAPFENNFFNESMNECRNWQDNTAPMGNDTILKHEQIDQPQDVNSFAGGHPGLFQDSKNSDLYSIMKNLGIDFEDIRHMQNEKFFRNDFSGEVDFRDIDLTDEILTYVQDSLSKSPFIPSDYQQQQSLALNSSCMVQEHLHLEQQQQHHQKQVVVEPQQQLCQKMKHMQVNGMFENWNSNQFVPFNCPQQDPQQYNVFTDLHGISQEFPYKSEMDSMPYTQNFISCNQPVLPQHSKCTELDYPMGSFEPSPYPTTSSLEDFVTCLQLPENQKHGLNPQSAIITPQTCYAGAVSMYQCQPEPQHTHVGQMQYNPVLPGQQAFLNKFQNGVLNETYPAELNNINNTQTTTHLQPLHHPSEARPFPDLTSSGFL
* = called active by the depositor; ? = inconclusive; . = no result given; [ ] = remark or other dose.

canonical_smiles	CR mimetic SO	MEP2 TOR yeast	Efflux pump mplx	LAP4 TOR yeast	CIT2-GFP yeast	AHR act	AGP1-GFP MLPCN	RPL19A TOR yeast
Oc1ccccc1C=Nc1ccccc1-c1nc2ccccc2[nH]1	105	101	0.4	92	100	37	97	98
COc1ccc(C)cc1Nc1nnc(C)c(=O)[nH]1	108	97	0.0	94	87	8	93	97
COc1ccc2cc(S(=O)(=O)N3CCCC3)ccc2c1	90	100	-0.1	105	87	-2	99	100
COc1ccc(CN(C)CC(=O)Nc2sc3c(c2C#N)CCC3)cc1OC	102	106	0.4	103	103	2	99	112
O=C(Nc1ccc([N+](=O)[O-])cc1)c1cn(-c2ccccc2)nc1-c1cc2ccccc2o1	102	98	-0.2	98	104	5	105	102
O=C1NC2=C(C(=O)CCC2)C(c2ccccc2[N+](=O)[O-])N1 (stereo not drawn)	97	102	0.1	98	103	2	99	102
Cc1cc(=O)oc2c3c(cc(OCC(=O)Nc4ccc(CCO)cc4)c12)OC(C)(C)CC3	139	209*[may fluoresce violet]	0.3	90[may fluoresce violet]	?	1	?	41*[may fluoresce violet]
O=C(COc1ccc(Cl)cc1)OCC(=O)N1CCCc2ccccc21	101	94	0.0	86	96	-2	94	101
CCCOC(=O)c1ccc(NC(=O)CN(C)Cc2cccs2)cc1	117	96	0.2	104	102	0	104	101
O=C(O)CN=C1NC2(CCCCC2)Cc2ccccc21	93	95	-0.1	92	95	-4	90	.
Cc1ccc(-c2n[nH]c(=S)c3ccccc23)cc1S(=O)(=O)NCC1CCCO1 (stereo not drawn)	102	152	0.0	89	88	3	15	73
Cc1cc(=O)[nH]c(SCC(=O)Nc2ccc(Br)cc2)c1C#N	101	99	-0.1	105	102	17	102	100
Cc1nc2c3ccccc3nc(NNC(=O)CCC(=O)N3CCN(c4ccc(F)cc4)CC3)n2n1	90	106	0.0	96	106	-1	103	104
CSC1=NC2(C[C@H]2c2ccccc2)C(=O)N1C (stereo partly drawn)	118	89	-0.1	98	95	-2	92	94
O=C(Nc1nnc(C2CC2)s1)c1ccco1	96	105	-0.1	98	108	9	103	99
C/C(=C\C(=O)c1ccc(C)cc1)NCc1ccc(F)cc1	84	104	0.1	101	102	-2	103	98
Cn1cnnc1SCC(=O)N1CCN(C(=O)c2ccco2)CC1	111	99	0.1	100	104	2	97	105
FC(F)(F)c1cccc(Oc2cc(C(F)(F)F)nc(-c3ccccn3)n2)c1	102	102	0.2	102	99	-3	102	101
CCc1cc2c(N=Nc3c(O)[nH]c4ccccc34)ncnc2s1	93	93	0.0	98	97	23	98	105
CCOc1ccccc1CN1CCNC(=O)C1CC(=O)NCCCn1cccn1 (stereo not drawn)	100	99	0.3	96	109	3	104	100
O=C(COc1ccccc1)Nc1ccc(CSc2ccccc2)cc1	104	93	0.0	91	93	0	93	97
Cc1ccc(NC(=O)c2cnccn2)cc1S(=O)(=O)N1CCCCCC1	88	104	-0.1	98	95	-1	97	100
O=C(COC(=O)Cc1c(Cl)cccc1Cl)Nc1ccccc1-c1ccccc1	104	107	-0.1	90	108	2	96	101
Cc1cc(NC(=O)c2ccc(NC(=O)C3CC3)cc2)no1	98	113	0.0	117	117	4	125	100
NNc1nc2sc3c(c2c(=O)n1Cc1ccccc1)CCC3	97	103	-0.2	145	88	5	79	92

An excerpt from above, showing only CR mimetic SO and LAP4 TOR yeast:
SMILES | CR mimetic SO | LAP4 TOR yeast
O=C(Nc1nnc(C2CC2)s1)c1ccco1 | 96 | 98
C/C(=C\C(=O)c1ccc(C)cc1)NCc1ccc(F)cc1 | 84 | 101
Cn1cnnc1SCC(=O)N1CCN(C(=O)c2ccco2)CC1 | 111 | 100

(cont.)
canonical_smiles	CR mimetic SO	MEP2 TOR yeast	Efflux pump mplx	LAP4 TOR yeast	CIT2-GFP yeast	AHR act	AGP1-GFP MLPCN	RPL19A TOR yeast
C=CC(=O)OCCOCCOCCOCCOC(=O)C=C	84	96	-0.1	100	90	1	99	106
O=C(NC(NC(=S)N1CCOCC1)C(Cl)(Cl)Cl)c1cccc2ccccc12 (stereo not drawn)	98	105	-0.1	100	92	1	96	93
CN(Cc1ccccc1)C(=O)CCC(=O)N(C)Cc1ccccc1	109	102	-0.1	96	100	6	97	94
O=C(NCc1ccc(F)cc1)c1cc2c(s1)CCCC2	94	102	0.2	114	97	5	102	106
COCCn1c(=S)[nH]c2cc(C(=O)N3CC(C)CC(C)C3)ccc2c1=O (stereo not drawn)	99	103	0.3	99	98	2	96	100
CCOC(=O)c1nn(-c2cccc(Cl)c2)c2nc(Nc3ccccc3)cc(=O)n12	99	106	-0.2	94	104	10	106	106
FC(F)(F)Oc1ccc(-c2cn3cccnc3n2)cc1	95	471*[may fluoresce violet]	0.1	92[may fluoresce violet]	?	-3	?	30*[may fluoresce violet]
O=S(=O)(NCC1CCCO1)c1ccc(S(=O)(=O)N(Cc2ccccn2)C2CC2)cc1 (stereo not drawn)	111	96	1.0	95	83	2	103	95
Cc1cccc(C(=O)N(Cc2ccc(C)o2)C2CCS(=O)(=O)C2)c1 (stereo not drawn)	115	98	-0.5	98	108	-2	100	101
O=c1cc(CO)oc(C(Nc2ccccn2)c2ccccc2F)c1O (stereo not drawn)	111	95	0.0	96	102	-2	99	99
COc1ccc(/C(CC2OC(=O)c3ccccc32)=N\NC(N)=O)cc1 (stereo not drawn)	103	104	-0.2	92	105	6	105	107
O=C(Nc1cccc(-c2csc(Nc3cccc(C(F)(F)F)c3)n2)c1)c1ccccc1	87	100	-0.2	141	107	47	93	102
OCCCn1c(CCCNc2nc(-c3cccc(Br)c3)cs2)nc2cc(Cl)c(N3CCCCC3)cc21	100	97	0.1	113	68	18	74	94
CC(=O)Nc1ccc(S(=O)(=O)N2CCN(Cc3ccncc3)CC2)cc1	106	101	0.0	99	99	-3	100	102
O=C(CN1CCOc2ccccc21)NCc1ccccc1	101	114	0.2	105	97	3	100	98
COc1ccc2cc(/C=N/NC(=O)CN(c3ccccc3C)S(=O)(=O)c3ccccc3)c(Cl)nc2c1	92	112	-0.2	98	98	1	87	89
Cc1cccc(-c2nnc(SCC(=O)C(C)(C)C)n2C)c1	96	96	0.0	102	94	0	95	98
COc1ccc(/C(N)=N/OC(=O)CCc2ccccc2)cc1OC	100	113	0.0	98	109	6	106	116
COc1ccc(-c2cc3nc(C)cc(-c4ccc(OC)cc4)n3n2)cc1	109	106	0.4	99	101	24	97	102
O=C(CSc1ccc(Cl)cc1)N/N=C/c1cccnc1	92	107	-0.1	95	90	6	110	103
Nc1nc(SCc2ccc(Br)cc2)[nH]c(=O)c1-c1ccccc1	90	99	0.6	103	91	-2	100	97
Cn1nc(CC(=O)NC2CCCCCCCCCCC2)c2ccccc2c1=O	121	104	0.6	.	102	0	101	100
CSCc1cc(N2CCOCC2)nc(SCc2ccc(Cl)c(Cl)c2)n1	84	102	-0.2	116	88	1	98	96
COC1(OC)N=C(N)C2(C#N)C(c3cccc(Oc4ccccc4)c3)C12C#N (stereo not drawn)	93	99	-0.1	106	109	1	104	100
CCC(=O)N1CCCc2cc(S(=O)(=O)CCC(=O)Nc3ccccc3C)ccc21	107	106	-0.1	92	105	-2	104	101

With a hit mark in RPL19A TOR yeast, of those listed so far:
Molecule | MEP2 TOR yeast | Efflux pump mplx | LAP4 TOR yeast | CIT2-GFP yeast | AHR act | AGP1-GFP MLPCN | RPL19A TOR yeast
Cc1cc(=O)oc2c3c(cc(OCC(=O)Nc4ccc(CCO)cc4)c12)OC(C)(C)CC3 | 209*[may fluoresce violet] | 0.3 | 90[may fluoresce violet] | ? | 1 | ? | 41*[may fluoresce violet]
FC(F)(F)Oc1ccc(-c2cn3cccnc3n2)cc1 | 471*[may fluoresce violet] | 0.1 | 92[may fluoresce violet] | ? | -3 | ? | 30*[may fluoresce violet]

Quoted from the listing for reference:
canonical_smiles	CR mimetic SO	MEP2 TOR yeast	Efflux pump mplx	LAP4 TOR yeast	CIT2-GFP yeast	AHR act	AGP1-GFP MLPCN	RPL19A TOR yeast
O=S(=O)(NCC1CCCO1)c1ccc(S(=O)(=O)N(Cc2ccccn2)C2CC2)cc1 (stereo not drawn)	111	96	1.0	95	83	2	103	95
Cc1cccc(C(=O)N(Cc2ccc(C)o2)C2CCS(=O)(=O)C2)c1 (stereo not drawn)	115	98	-0.5	98	108	-2	100	101
O=c1cc(CO)oc(C(Nc2ccccn2)c2ccccc2F)c1O (stereo not drawn)	111	95	0.0	96	102	-2	99	99
COc1ccc(/C(CC2OC(=O)c3ccccc32)=N\NC(N)=O)cc1 (stereo not drawn)	103	104	-0.2	92	105	6	105	107

Other compounds.
canonical_smiles	CR mimetic SO	MEP2 TOR yeast	Efflux pump mplx	LAP4 TOR yeast	CIT2-GFP yeast	AHR act	AGP1-GFP MLPCN	RPL19A TOR yeast
COc1ccc(S(=O)(=O)N2CCOC2CNC(=O)C(=O)NCCN2CCOCC2)cc1C (stereo not drawn)	103	105[may fluoresce green]	-1.8	97[may fluoresce green]	102[may fluoresce green]	3	101[may fluoresce green]	97[may fluoresce green]
CCCOC(=O)C1=C(C)NC2=C(C(=O)CC(C)(C)C2)C1c1ccc(N(C)C)cc1 (stereo not drawn)	99	98	0.0	90	94	7	99	94
O=C(Cc1ccc(F)cc1)N1CCC(CC2CC(c3ccc(Cl)cc3)=NO2)(C(=O)NCC2CCCCC2)CC1 (stereo not drawn)	94	94	-0.3	111	86	-3	87	100
CCCCNCCCCOc1ccccc1	89	108	0.1	101	99	-3	102	100
Cc1ccc2occ(/C=N/NC(=O)[C@@H](N)Cc3ccccc3)c(=O)c2c1	109	98	-0.1	108	93	0	106	100
O=C(Cn1c(=O)oc2ccccc21)Nc1ccc(Br)cc1	87	103	0.3	103	96	-1	93	99
Cc1ccccc1OCCc1c(C)[nH]c(=S)[nH]c1=O	92	120	0.0	97	.	1	105	92
C/C(CC(=O)Nc1ccc2ccccc2c1)=N\NC(=O)c1cnccn1	89	106	-0.1	125	106	26	107	90
O=C(COC(=O)c1cnccn1)Nc1ccc(Cl)cc1C(F)(F)F	101	110	-0.1	104	97	0	110	99
COc1ccccc1NC(=O)Cn1nnc2sc3c(c2c1=O)CC(C)(C)OC3	98	100	0.2	102	90	-1	105	98
O=C(c1ccco1)N1CCN(CCOCCOc2cccc3ccccc23)CC1	94	99	0.2	103	94	3	99	98
c1ccc(-c2csc(N3CCOCC3)n2)cc1	97	103	-0.1	95	103	-3	101	104
c1ccc(Cc2nnc3sc(-c4ccc5c(c4)OCO5)nn23)cc1	106	98	0.0	105	110	10	99	99
CCOC(=O)Cn1c(Br)nc2c1c(=O)[nH]c(=O)n2C	103	103	-0.1	98	100	-1	106	100

Ordered by the number under AGP1-GFP MLPCN (largest number first): some entries from above.
Compound,MEP2 TOR yeast,Efflux pump mplx,LAP4 TOR yeast,CIT2-GFP yeast,AHR act,AGP1-GFP MLPCN,RPL19A TOR yeast
Cc1ccccc1OCCc1c(C)[nH]c(=S)[nH]c1=O,120,0.0,97,.,1,105,92
CCCCNCCCCOc1ccccc1,108,0.1,101,99,-3,102,100
c1ccc(-c2csc(N3CCOCC3)n2)cc1,103,-0.1,95,103,-3,101,104
O=C(c1ccco1)N1CCN(CCOCCOc2cccc3ccccc23)CC1,99,0.2,103,94,3,99,98
O=C(Cc1ccc(F)cc1)N1CCC(CC2CC(c3ccc(Cl)cc3)=NO2)(C(=O)NCC2CCCCC2)CC1 (stereo not drawn),94,-0.3,111,86,-3,87,100

Compound activity as filed in PubChem.
